Screening results from PubChem.
NSD2 inh – NSD2 (human) methyltransferase inhibition. O96028. AID 743445. actives 0.54% (n = 310,000). inhibition, % at 12.5 µM. NSD2 peptide methylation, AlphaScreen, 120 min; in the data active = inhibition above about 50%
Target sequence (O96028 whole entry, looked up): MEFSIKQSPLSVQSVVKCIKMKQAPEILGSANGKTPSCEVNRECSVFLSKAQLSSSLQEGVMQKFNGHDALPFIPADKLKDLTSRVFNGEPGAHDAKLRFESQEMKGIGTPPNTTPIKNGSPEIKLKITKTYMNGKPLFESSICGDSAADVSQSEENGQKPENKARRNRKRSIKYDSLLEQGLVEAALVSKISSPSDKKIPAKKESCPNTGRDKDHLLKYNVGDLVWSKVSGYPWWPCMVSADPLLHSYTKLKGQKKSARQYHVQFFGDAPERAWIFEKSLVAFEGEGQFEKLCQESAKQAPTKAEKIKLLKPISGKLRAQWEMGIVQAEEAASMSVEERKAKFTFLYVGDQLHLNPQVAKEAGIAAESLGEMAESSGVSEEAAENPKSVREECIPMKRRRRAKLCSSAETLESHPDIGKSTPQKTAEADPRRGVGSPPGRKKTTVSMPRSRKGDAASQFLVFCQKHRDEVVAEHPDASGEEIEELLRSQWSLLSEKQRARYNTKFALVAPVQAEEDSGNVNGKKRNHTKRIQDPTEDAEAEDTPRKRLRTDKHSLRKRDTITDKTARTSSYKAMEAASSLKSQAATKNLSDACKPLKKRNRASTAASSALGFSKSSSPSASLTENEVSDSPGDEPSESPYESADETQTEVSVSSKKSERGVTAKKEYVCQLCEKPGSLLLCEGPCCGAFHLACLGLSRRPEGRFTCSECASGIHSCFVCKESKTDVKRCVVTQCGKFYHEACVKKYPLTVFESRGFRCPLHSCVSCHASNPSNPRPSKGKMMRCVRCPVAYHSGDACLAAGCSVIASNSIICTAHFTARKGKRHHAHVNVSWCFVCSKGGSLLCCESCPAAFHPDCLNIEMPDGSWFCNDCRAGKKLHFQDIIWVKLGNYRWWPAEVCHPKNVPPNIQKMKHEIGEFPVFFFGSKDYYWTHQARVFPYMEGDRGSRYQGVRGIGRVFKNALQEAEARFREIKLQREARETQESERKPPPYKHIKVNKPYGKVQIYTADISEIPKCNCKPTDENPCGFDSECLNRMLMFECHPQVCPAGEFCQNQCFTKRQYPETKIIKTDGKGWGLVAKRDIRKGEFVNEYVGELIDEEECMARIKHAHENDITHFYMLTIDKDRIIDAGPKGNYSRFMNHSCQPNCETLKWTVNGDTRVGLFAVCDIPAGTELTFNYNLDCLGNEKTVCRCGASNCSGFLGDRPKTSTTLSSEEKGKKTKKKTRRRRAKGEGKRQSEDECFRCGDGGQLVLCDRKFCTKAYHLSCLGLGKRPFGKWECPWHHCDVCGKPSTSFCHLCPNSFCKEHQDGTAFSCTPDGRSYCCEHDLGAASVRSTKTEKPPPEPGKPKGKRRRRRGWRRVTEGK
HTR5A inv ag – counter-screen for OPRM1-OPRD1 inverse agonists: human HTR5A inverse agonism | P47898 | HTR5A cell line, luminescence | inhibition, % at 9.3 µM | actives 0.083% (n = 340,000) | AID 504634; in the data active = inhibition mostly above about 23%, no sharp cut-off; inactive = mostly below about 18%;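 also: 0% = cells with DMSO and 100% = no-cell wells with DMSO; some compounds called inactive have numbers as strong as hits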
MITF TRPM1 HTS – activators of MITF-driven TRPM1 promoter activity in SK-MEL-5 cells. SK-MEL-5 TRPM1-promoter luciferase, 24 h; % of positive control, neutral wells = 0. activation, % at 12.5 µM. actives 0.75% (n = 300,000);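 active = mean activation of at least 80% with every replicate also reaching 80%; inconclusive = mean reaches 80% but some replicate falls short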;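 also: 0% = neutral control wells and 100% = parthenolide positive control wells; values of inactives mirror those of a sister screen read the other way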
dFosB act – activators of mouse delta FosB homodimer; AID 493131; purified delta FosB, TAMRA-CDK5 oligo fluorescence polarization; percent of positive-control signal above neutral wells; P13346; actives 0.99% (n = 340,000); activation, % at 25 µM;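 active = mean activation above about 17%, with every replicate also reaching it, limit read from the data, passing the limit was not always enough; inconclusive = only one of the two conditions met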;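 also: fluorescence polarization rise as delta FosB binds a TAMRA Cdk5 AP-1 oligo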
Wnt act – activates Wnt/beta-catenin signaling in a reporter cell assay. activator, plate reader. activation, % at 9.35 µM. actives 1.2% (n = 300,000); in the data active = activation above about 30%, passing the limit was not always enough; inconclusive = no clear call, values can overlap the other calls;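 also: 0% = neutral control wells and 100% = positive control wells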
PvdQ inh – P. aeruginosa PvdQ acylase inhibition | inhibition, % at 10 µM | purified PvdQ acylase, fluorescence plate reader | actives 0.063% (n = 340,000); in the data active = inhibition above about 30%, passing the limit was not always enough; inconclusive = no clear call, values can overlap the other calls;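 also: 0% = vehicle neutral wells and 100% = reference inhibitor wells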
CDK5 inh – inhibitors of human CDK5/p35 kinase; Q00535+Q15078; Recombinant CDK5/p35, ADP-Glo luminescence, 60 min; inhibition, % at 10 µM; actives 0.01% (n = 330,000); AID 488839;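 active = highest replicate inhibition of at least 50% and at least 75% of replicates reaching 50%; inconclusive = only one of the two criteria met; inactive = both criteria failed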;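 also: plate controls were DMSO neutral control for no effect and GW8510 at 10 µM for full effect; many of its hits are not listed in these tables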
HTR5A ag – HTR5A agonism, opioid heterodimer counter-screen | actives 0.61% (n = 340,000) | P47898 | activation, % at 9.3 µM | HTR5A agonist assay, luminescence, cell-based; in the data active = activation mostly above about 9.5%, no sharp cut-off; inactive = mostly below about 7.6%;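 also: 0% = cells with vehicle only and 100% = reference agonist; strong numbers were not always called active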
V-ATPase pH – yeast V-ATPase proton transport regulation by pHLuorin. actives 0.37% (n = 350,000). S. cerevisiae, pHLuorin cytosolic pH fluorescence. response, % at 10 µM; in the data active = response mostly above about 7.3%, no sharp cut-off; inactive = mostly below about 5.4%; also: actives read high; inactives centre near 0; some compounds called inactive have numbers as strong as hits; reference of the scale not given here
SR-BI HDL uptake – inhibitors of mouse SR-BI mediated HDL lipid uptake | Q61009 | ldlA[mSR-BI] CHO cells, DiI-HDL uptake fluorescence, 3 h | inhibition, % at 12.5 µM | actives 0.96% (n = 320,000) | AID 488896;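 active = mean replicate inhibition of at least 70% and a set share of replicates each scoring 70 or more; inconclusive = meets just one of the two criteria; inactive = fails both criteria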;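 also: 0% = median of neutral control wells and 100% = median of positive control wells; values of inactives mirror those of a sister screen read the other way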
Numbers without * were called inactive; u = inconclusive; x = not tested or not shown.

SMILES	NSD2 inh	HTR5A inv ag	MITF TRPM1 HTS	dFosB act	Wnt act	PvdQ inh	CDK5 inh	HTR5A ag	V-ATPase pH	SR-BI HDL uptake
CCOC(=O)c1cn(CC)c2cc3c(cc2c1=O)OCO3	x	2	10	-2	-1	-1	2.0	2	2	-37
CCN(c1cccc(C)c1)S(=O)(=O)c1cnc[nH]1	1	-14	8	3	2	-23	1.2	6	-4	-26
COc1ccc(CCN(C)CC(=O)Nc2cc(C)nc3ccccc23)cc1OC	7	x	x	x	-2	-21	x	x	-1	2
CC(C)n1cc(/C=C2/NC(=O)NC2=O)c2ccccc21	0	6	-9	-4	-1	-3	-5.6	-2	0	59
COC(=O)c1ccc(C(=O)NC(=S)Nc2nc3c(s2)CCCC3)cc1	4	-15	9	-4	x	-8	-1.3	6	-2	15
Cn1nc(-c2ccccc2)c(C(=O)Nc2ccc(Cl)cc2)c1Cl	2	-15	6	-2	x	6	1.6	-4	-4	-1
O=[N+]([O-])c1ccc(-c2c(-c3ccccc3)ncc3cc(F)ccc23)cc1	x	-7	30	3	-1	-4	-0.5	2	0	86*
CCC(=O)N(c1ccc(C(=O)O)cc1)c1nc(-c2ccc(OC)cc2)c(C)s1	0	17	-5	-2	0	-8	-1.6	-4	1	-1
CCN(CC)C(=O)c1ccc(COc2ccc(Cl)c(C)c2)o1	0	-10	x	-15	1	-2	-1.2	3	0	26
CCOC(=O)c1c(C)nc(-c2ccccc2)nc1NC(=O)C(C)C	-4	-3	x	-2	x	-8	0.2	1	-2	11
CCCCC(C(=O)O)C(C)CC(=O)Nc1nccs1 (centres undefined)	5	-6	-7	-5	1	-3	-0.3	2	-3	-17
O=C(Cc1ccccc1)NNC(=S)Nc1ccc(Cl)cc1	-2	21	3	-3	0	4	2.2	-1	-2	-3
C[C@@H]1CCC2[C@](C)(CO)[C@@H](O)CC[C@]2(C)[C@@]12CCC(CO)(CCO)O2 (some centres undefined)	5	-22	-1	5	1	-8	1.8	6	0	-7
CCOc1ccc(Cc2c(C)[nH]c3ccc(C(=O)O)cc3c2=S)cc1	32	3	x	-3	0	-4	0.7	-1	1	-4
O=C(NNC(=O)c1ccc(Cl)nc1)c1ccc(Br)cc1	99*	9	18	11	-4	2	2.8	-2	-4	5
COCCCn1c(-c2ccccc2)nc2ccccc2c1=O	1	-4	-2	-6	x	5	1.1	1	-3	-7
CC(=O)N1CCN(S(=O)(=O)c2cccc(C(=O)NNC(=O)c3ccc(Br)cc3)c2)CC1	3	10	1	-2	5	-17	-0.2	-3	4	15
C(=Nc1ccccc1)c1ccc[nH]1	2	-11	1	3	-3	-13	0.1	3	-3	2
O=C(Nc1ccc(N2CCOCC2)cc1)c1cnccn1	-8	-18	x	-10	-4	-4	3.5	6	2	x
CCCCCn1c(-c2ccco2)nc2nc3ccccc3nc21	0	10	0	6	x	-12	1.1	-3	3	10
O=C(O)c1ccc(-n2c(=O)c3ccccc3c3ccccc3c2=O)cc1	-1	8	-6	0	-10	-10	-1.3	-3	-1	-13
CCC(CO)Oc1cc(NCc2ccc(C(C)(C)C)cc2)c2ncn(C(C)C)c2c1 (centres undefined)	x	0	-1	-19	-4	-8	0.8	0	-3	-3
Cc1cccc(C)c1NC(=O)N1CCCC1C(=O)Nc1ccc(-n2cnnn2)cc1 (centres undefined)	-1	-3	-4	-6	-2	-14	-5.3	1	0	3
COCc1c(C(=O)N/N=C(/C)c2ccc(OCc3ccccc3)cc2)nnn1-c1nonc1N	-1	11	55	5	20	2	1.9	-2	-3	16
O=C(Nc1cccc(C(=O)O)c1)/C(=C/c1ccc2c(c1)OCO2)NC(=O)c1cccc(Br)c1	3	16	4	-5	5	4	-2.7	-6	-9	-19

The listing continues.
SMILES	NSD2 inh	HTR5A inv ag	MITF TRPM1 HTS	dFosB act	Wnt act	PvdQ inh	CDK5 inh	HTR5A ag	V-ATPase pH	SR-BI HDL uptake
O=C(O)CNC(=O)C12CC3CC(CC(Cl)(C3)C1)C2	-4	-6	-9	0	-1	20	-1.0	2	-1	-11
C[C@H](CO)N1C[C@H](C)[C@@H](CN(C)S(=O)(=O)c2ccccc2)Oc2ccc(NS(=O)(=O)c3ccccc3)cc2C1=O	x	-4	1	-9	-1	-8	-3.0	1	-3	17
CCOC(=O)C1CCN(C(=O)CN2C(=O)COc3ccc(C(C)(C)C)cc32)CC1	34	8	0	1	0	6	-0.5	-2	-2	-7
CCN(CC)C1CC(=O)N(c2ccc(Br)cc2)C1=O (centres undefined)	x	5	2	-4	-1	-15	0.5	-1	2	-20
CCCN1CCN(CC(O)COC(c2ccc(OC)cc2)c2ccc(OC)cc2)CC1 (centres undefined)	7	-3	0	-7	0	-1	-1.6	1	4	31
CCn1c(O)c(/C=N/n2cnnc2)sc1=S	67*	-20	1	0	x	11	-2.5	8	-1	4
CCOc1ccc(NC(=O)C2C(c3ccccc3)C2(Cl)Cl)cc1 (centres undefined)	-3	6	x	-7	1	0	-5.6	-1	-1	14
COc1ccc(CNC(=O)C2CC(c3cccc(OC)c3)=NO2)cc1 (centres undefined)	0	-11	-7	-11	1	-20	3.6	3	x	-34
COc1cc2cc(Oc3ccc4ccc(=O)oc4c3)c(=O)oc2cc1O	x	11	-9	1	0	0	0.3	-1	-1	-17
Cc1cccnc1NC(=O)C1CCN(S(=O)(=O)c2cccs2)CC1	-2	0	-34	-1	x	-11	0.8	1	9	15
COc1cc(Cl)c(C)cc1NC(=O)CNC(=O)Cn1cnc2ccccc2c1=O	-1	-6	-1	14	x	-15	2.2	0	1	85*
CCCOC(=O)c1c(NC(=O)CCCn2nc([N+](=O)[O-])c(Cl)c2C)sc(C(=O)OC)c1C	-1	11	9	-7	-5	-13	-0.9	2	2	43
CN(C(=O)CSc1nc2ccccc2n1CCc1ccccc1)C1CCS(=O)(=O)C1 (centres undefined)	-3	-1	1	-15	-7	-20	1.4	-1	5	1
CCCCCN(C(=O)COC(=O)Cc1c(C)nc2ccccc2c1C)c1c(N)n(CCCC)c(=O)[nH]c1=O	3	-1	-2	-5	2	-6	-0.4	1	-1	28
N#Cc1c(-c2ccco2)cc(-c2ccccn2)nc1N	x	3	-9	-52	2	6	0.3	-1	-1	4
Cc1cc(C)n(C(=O)c2cc3c(s2)CCCC3)n1	-5	0	23	-4	-3	1	-0.1	-4	-2	18
CC1=NN(c2nc(-c3ccc(C)cc3)cs2)C(=O)C1N=Nc1ccc2ccccc2c1 (centres undefined)	3	4	-7	-4	x	-12	1.2	0	-1	8
CCc1cc(/C(Cc2csc(C)n2)=N/O)c(O)cc1O	2	-5	-5	-9	x	-7	-0.4	0	3	-4
CCOC(=O)c1sc(N2C(=O)C(O)=C(C(=O)c3ccco3)C2c2ccc(C)o2)nc1C (centres undefined)	-1	-12	-5	3	4	-6	-0.9	4	-1	x
O=C(OCC#CCSc1nnc(-c2ccncc2)o1)c1sc2ccccc2c1Cl	-5	3	9	14	26	-5	-0.4	-1	-1	-6
O=C(NCC1(c2ccccc2)CCCC1)c1ccccc1	-5	21	5	-2	-5	-4	-0.7	2	1	-16
O=C(CCSCc1ccccc1F)N1CCN(c2ccccn2)CC1	1	2	26	-5	1	-7	-4.8	-1	0	-5
O=C(Cc1cccs1)NCCCc1ccccc1	-2	3	-1	4	6	-14	0.2	3	-1	-9
CCOc1ccccc1N(CC(=O)NCC1CCCO1)C(=O)CCC(=O)Nc1nccs1 (centres undefined)	-1	-9	5	-6	1	-16	1.4	3	0	x
CCOC(=O)/C(=N\Nc1ccc(Br)cc1)N1CCN(c2ccccc2OC)CC1	10	6	2	-2	-1	5	1.6	-2	-2	u

Going on with the list.
SMILES	NSD2 inh	HTR5A inv ag	MITF TRPM1 HTS	dFosB act	Wnt act	PvdQ inh	CDK5 inh	HTR5A ag	V-ATPase pH	SR-BI HDL uptake
COc1ccc(C2=NOC(C(=O)Nc3ccc(C)cc3)C2)cc1OC (centres undefined)	-3	6	-1	-9	x	-5	-2.1	5	-3	1
CCCC1(CC)C(=O)NC(=O)N=C1N (centres undefined)	0	-7	5	-1	-3	-13	0.4	2	2	-2
O=C(NCc1cccc(Cl)c1)C1CCC(=O)N(CCCN2CCOCC2)C1 (centres undefined)	-5	-48	-7	-9	2	-5	-0.7	4	-3	-2
COc1ccc(F)cc1S(=O)(=O)NCc1cc(=O)n(C)c(=O)n1C	5	-17	3	1	0	-8	-0.7	4	-1	-22
O=C(Nc1cccc(O)c1)c1cc(-c2ccco2)on1	-4	29	75	-6	x	-11	2.2	2	2	-9
S=C(S)OC1CC2CC1C1CCCC21 (centres undefined)	x	15	13	1	2	-7	0.2	4	-3	1
COc1ccc(-c2nnc(C)c3nocc23)cc1	2	-16	-3	-12	-4	6	0.4	4	-4	18
O=S(=O)(c1ccccc1)N1C2CCC1CC(O)(c1cccnc1)C2 (centres undefined)	8	9	x	0	22	-2	-0.7	3	-3	-26
Cc1ccc(C2c3[nH]c4ccccc4c3C[C@H]3C(=O)N(c4ccccc4C(=O)N4CCC(C(=O)O)CC4)C(=O)N23)cc1 (some centres undefined)	x	17	-3	-3	-2	-1	-0.7	8	0	3
CCCCNC(=O)C1CCC(=O)N1CCc1ccccc1 (centres undefined)	1	4	-13	-3	1	-8	-0.8	-1	-3	-14
Cc1ccc2c(c1)NC(=O)C(CC(=O)NCCCN1CCc3ccccc3C1)O2 (centres undefined)	x	13	x	-5	-4	-6	0.9	-5	0	17
COc1ccc(CCn2c(-c3ccncc3)n[nH]c2=S)cc1OC	0	13	23	-5	0	-15	-1.4	-4	2	-37
O=C(CCCCCN1C(=O)c2ccccc2C1=O)Nc1cccc(O)c1	-1	5	x	2	1	-5	-0.3	-1	2	-6
Cc1cnc(C(=O)OCC(=O)Nc2cccc(C)c2C)cn1	0	-3	-3	0	-2	1	-0.2	1	4	-16
O=C(COc1ccc(F)cc1)NN1C(=O)CSC1=S	-2	7	-6	4	-2	-10	-1.5	-2	-5	-7
O=C(NCCOC(=O)c1ccccc1)c1ccc([N+](=O)[O-])cc1	2	10	x	4	-1	-15	-1.5	-3	1	-12
COc1ccc(CCNC(=O)CC2SC(=NCCc3ccccc3)NC2=O)cc1 (centres undefined)	-1	-2	-5	-5	x	-9	-1.5	1	1	-11
Cc1cccc(/C=N/NC(=O)C(C)Nc2cccc3ccccc23)n1 (centres undefined)	103*	8	-12	-11	x	0	-1.9	1	-1	9
CC(C)OCC1Cn2c(nc3c2c(=O)n(C)c(=O)n3C)O1 (centres undefined)	-3	-5	1	-9	-1	-17	0.3	2	-1	-23
CCCc1ccc(Oc2cn[nH]c2-c2ccc(O)c(C)c2O)cc1	x	-11	-7	-5	x	-3	-0.6	-3	2	40
Cc1c(C(=O)O)oc2c1C(O)CCC2 (centres undefined)	3	6	x	-3	-6	-13	0.5	4	7	-13
O=C(COc1ccccc1)Nc1nnc(-c2ccc(Cl)s2)o1	x	25	-3	-3	-3	-8	0.0	-10	-6	-4

Part of the list above, showing only HTR5A inv ag, dFosB act and V-ATPase pH.
Molecule,HTR5A inv ag,dFosB act,V-ATPase pH
Cc1ccc(C2c3[nH]c4ccccc4c3C[C@H]3C(=O)N(c4ccccc4C(=O)N4CCC(C(=O)O)CC4)C(=O)N23)cc1 (some centres undefined),17,-3,0
CC(C)OCC1Cn2c(nc3c2c(=O)n(C)c(=O)n3C)O1 (centres undefined),-5,-9,-1
Cc1c(C(=O)O)oc2c1C(O)CCC2 (centres undefined),6,-3,7
